From PubChem BioAssay
HIF act – HIF pathway transcriptional activation | U2OS HRE-luciferase reporter, luminescence; normalized: DMSO 0%, desferrioxamine 100% | activation, % at 7.5 µM (by protocol) | hit rate 0.32% among 300,000;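 active means mean activation of at least 10% of the iron chelator positive control signal, with at least half of replicates also reaching 10%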
GSK3 alpha inh – blocks human GSK-3 alpha kinase; P49840; hit rate 0.1% among 320,000; ADP-Glo luminescence, 60 min; inhibition, % at 10 µM;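 in the data active means inhibition above about 50%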;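 further: GST-tagged GSK-3 alpha with peptide substrate and 25 µM ATP; 0% = DMSO neutral wells and 100% = GW8510 positive control wells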
Target sequence (P49840 whole entry, looked up): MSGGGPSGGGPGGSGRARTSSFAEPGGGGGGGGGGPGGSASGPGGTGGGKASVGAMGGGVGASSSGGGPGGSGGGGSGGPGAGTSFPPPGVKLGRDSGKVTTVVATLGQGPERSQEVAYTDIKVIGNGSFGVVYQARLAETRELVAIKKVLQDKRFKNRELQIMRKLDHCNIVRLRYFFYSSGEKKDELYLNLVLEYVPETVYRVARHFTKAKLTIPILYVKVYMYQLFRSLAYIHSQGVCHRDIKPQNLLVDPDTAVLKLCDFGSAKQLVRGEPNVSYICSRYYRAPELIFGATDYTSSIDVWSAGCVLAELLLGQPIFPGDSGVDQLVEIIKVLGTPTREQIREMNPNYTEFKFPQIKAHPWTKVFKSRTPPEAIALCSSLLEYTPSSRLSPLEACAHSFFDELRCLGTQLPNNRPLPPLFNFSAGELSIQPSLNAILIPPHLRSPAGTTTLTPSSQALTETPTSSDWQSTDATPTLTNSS
KLF5 inh – inhibitors of KLF5 expression. DLD-1 KLF5 promoter-luciferase reporter, luminescence. inhibition, % at 5 µM. hit rate 0.23% among 290,000;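 active means inhibition above a per-plate limit of that plate's mean compound inhibition plus 3 SD, cut at about 60% in these data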;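 further: 0% = DMSO wells and 100% = LY294002 at 200 µM; higher means less KLF5 promoter-driven luciferase light; inactives centre near -14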
HSF1 inh – HSF1 inhibition | hit rate 0.77% among 300,000 | NIH3T3-HGL HSE-luciferase, MG132-induced, luminescence 8 h; stronger effect = lower value | activity change, negative = inhibition, % at 7.5 µM (by protocol);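 active means more than half of replicate wells show activity change below -50%, luminescence cut by over half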;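 further: luciferase reports HSF-1 transcriptional activity via heat shock element; 0% = median of DMSO wells and -100% = zero luminescence signal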
GSK3beta inhib – human GSK3beta kinase inhibition. P49841. GST-GSK3beta kinase, ADP-Glo luminescence, 60 min; stronger effect = lower value. activity score (negative = inhibition), % at 10 µM. hit rate 0.038% among 300,000. AID 2097;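 active means more than half of replicate wells score below -50%, meaning over 50% inhibition versus plate controls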;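 further: 0% = median DMSO wells and -100% = median GW8510 positive control wells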
Target sequence (P49841 whole entry, looked up): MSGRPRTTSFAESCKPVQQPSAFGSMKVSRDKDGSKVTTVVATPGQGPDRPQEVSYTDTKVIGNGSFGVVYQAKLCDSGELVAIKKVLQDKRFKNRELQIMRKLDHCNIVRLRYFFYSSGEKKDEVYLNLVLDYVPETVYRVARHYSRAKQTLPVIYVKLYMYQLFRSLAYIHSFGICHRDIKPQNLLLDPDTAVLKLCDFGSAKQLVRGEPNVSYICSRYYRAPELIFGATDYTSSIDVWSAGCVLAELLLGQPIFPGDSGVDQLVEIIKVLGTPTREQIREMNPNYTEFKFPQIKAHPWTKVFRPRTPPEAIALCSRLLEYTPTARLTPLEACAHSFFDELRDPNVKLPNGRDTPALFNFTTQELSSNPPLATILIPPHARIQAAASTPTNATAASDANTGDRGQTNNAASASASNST
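Test system: GST-tagged human GSK3beta kinase, cell-free; evaluation: activity score scaled between in-plate DMSO and GW8510 controls; measured by: ADP-Glo luminescence; incubation: 60 min reaction, RT; benchmarks: DMSO and 20 µM GW8510; reagent: peptide substrate plus 25 µM ATP (final); medium: Tris/MgCl2 kinase buffer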
IEC-6 cytotox – kills IEC-6 intestinal cells in KLF5 counter-screen | IEC-6 cytotoxicity, luminescence viability | inhibition, % at 5 µM | hit rate 0.78% among 290,000 | AID 1825; in the data active means inhibition above about 22%;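 further: 0% = plate median of test compound wells and 100% = cytotoxic reference compound wells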
HSP90 refold inh – blocks HSP90-mediated luciferase refolding in reticulocyte lysate. Rabbit reticulocyte lysate, luciferase refolding luminescence, 3 h. inhibition, % at 5.6 µM. hit rate 0.91% among 290,000. AID 1789;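 active means inhibition above the screen-wide mean plus 3 SD, computed separately per campaign, cut at about 16% in these data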;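 further: 0% = DMSO wells and 100% = 60 µM geldanamycin wells; inhibitors lower the luminescence because luciferase stays unfolded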
AI-2 QS modul – modulates the Vibrio harveyi AI-2 quorum sensing system; Vibrio harveyi JMH597 AI-2 luminescence/OD600 ratio, 9 h; stronger effect = lower value; strain lacks LuxN and CqsS sensors; 0 = neutral-control median; activity change, % at 7.5 µM; hit rate 0.4% among 300,000; AID 2094; in the data active means activity change below about -75%, passing the limit was not always enough;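 further: luminescence divided by OD600 gain over 9 h not by final OD600 alone; inactives centre near 13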
aSyn UTR inh – 5' untranslated region of α-synuclein, MLPCN primary screen | alpha-synuclein 5'UTR reporter, inhibitor activity | inhibition, % (tested at 7.5 µM) | hit rate 0.82% among 300,000 | AID 1813; in the data active means inhibition above about 60%;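 further: H4 neuroglioblastoma cells stably carrying SNCA 5'UTR luciferase fusion; 0% = DMSO wells and 100% = positive control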
HSF1 activator – increases HSF-1 driven luciferase reporter signal; NIH3T3-HGL HSF-1 luciferase reporter, MG132, 8 h; 100% = twice DMSO control signal; activation, % at 9 µM; hit rate 1.7% among 300,000; AID 504408;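 active means mean replicate activation of at least 50% with a set share of replicates each reaching 50%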;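 further: 0% = median of the neutral control wells and 100% = twice that signal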
* marks the source's active call; other numbers are inactive results; / = not tested or not shown.

Sample of the layout:
1. CC(=O)Nc1nc2c(c3c1c(=O)oc1ccccc13)CCCCC2
2. Cc1ccc(C)c(NC(=S)NNC(=O)c2csc3c2CCCC3)c1
3. CCSc1nnc(-c2cc(Br)ccc2N)c(=O)[nH]1
screen / no. | 1 | 2 | 3
HIF act | -0.2 | 0.1 | 0.0
GSK3 alpha inh | 2 | / | -3
KLF5 inh | -37 | -17 | -34
HSF1 inh | 13 | 7 | -2
GSK3beta inhib | 3 | -1 | 1
IEC-6 cytotox | -3 | 0 | 9
HSP90 refold inh | -1 | 2 | 4
AI-2 QS modul | -3 | 27 | 1
aSyn UTR inh | 2 | -1 | 5
HSF1 activator | 27 | 6 | 3

The whole of this part (from the top)
1. CC(=O)Nc1nc2c(c3c1c(=O)oc1ccccc13)CCCCC2
2. Cc1ccc(C)c(NC(=S)NNC(=O)c2csc3c2CCCC3)c1
3. CCSc1nnc(-c2cc(Br)ccc2N)c(=O)[nH]1
4. O=C(O)c1cc(-c2ccncc2)nc2ccc(F)cc12
5. c1ccc(-c2csc(Nc3cccnc3)n2)cc1
6. Cc1nc2ccccc2nc1CSc1nncs1
7. CCN(CC(=O)NC(=O)NC1CCCCC1)Cc1nc2ccccc2c(=O)[nH]1
8. Cc1ccccc1C(=O)NNC(=O)C12CC3CC(CC(C3)C1)C2
9. Cc1ccccc1NC(=O)Nc1cc(-c2ccccc2)nn1C
10. CC(C)(C)c1ccc(C(=O)NNC(=O)c2ccccc2Br)cc1
screen / no. | 1 | 2 | 3 | 4 | 5 | 6 | 7 | 8 | 9 | 10
HIF act | -0.2 | 0.1 | 0.0 | -0.1 | 5.0 | 0.4 | 0.0 | 0.0 | 0.9 | 0.4
GSK3 alpha inh | 2 | / | -3 | / | 3 | 5 | -4 | 0 | 0 | -4
KLF5 inh | -37 | -17 | -34 | 7 | -70 | -18 | -18 | 4 | -13 | -17
HSF1 inh | 13 | 7 | -2 | 1 | 5 | -11 | 4 | -3 | 4 | -1
GSK3beta inhib | 3 | -1 | 1 | 3 | -1 | 1 | 2 | -4 | 2 | -1
IEC-6 cytotox | -3 | 0 | 9 | 1 | 10 | 4 | -4 | 2 | -1 | 2
HSP90 refold inh | -1 | 2 | 4 | -1 | 3 | -4 | 5 | 0 | 4 | 1
AI-2 QS modul | -3 | 27 | 1 | 0 | 1 | 29 | 15 | 14 | 1 | 25
aSyn UTR inh | 2 | -1 | 5 | 6 | -164 | -26 | -6 | 13 | -43 | -54
HSF1 activator | 27 | 6 | 3 | -1 | -3 | -1 | 3 | -3 | 16 | -1

11. Cn1ccnc1SCC(=O)Nc1nc2ccccc2s1
12. Cc1ccc(-c2nnn(CC(=O)N(Cc3ccco3)C(C(=O)NC(C)(C)C)c3cccs3)n2)o1 (stereo not drawn)
13. CCOc1c2ccc(C(=O)N[C@H](C)C3CCCCC3)cc2nn1CCOC
14. CN1CCN(Cc2ccc(OCc3ccccc3)cc2)CC1
15. C=C(C)C(=O)N1CC2(CC(c3cccc(NC(=O)/C(C)=C\C)c3)=NO2)C[C@H]1C(N)=O (stereo partly drawn)
16. N#CCCn1cc(C(CC(=O)c2ccc(Br)cc2)C(=O)O)c2ccccc21 (stereo not drawn)
17. COc1ccc(S(=O)(=O)N2CCc3cc4c(cc3C2C)OCCCO4)cc1 (stereo not drawn)
18. CC([NH2+][O-])C(C)(C)NO (stereo not drawn)
19. Cc1ccc(S(=O)(=O)N(C)C)cc1NC(=S)NCCCn1ccnc1
20. O=C(NCC1CCCO1)C1C2C=CC3(CN(Cc4cccs4)C(=O)C13)O2 (stereo not drawn)
screen / no. | 11 | 12 | 13 | 14 | 15 | 16 | 17 | 18 | 19 | 20
HIF act | 3.8 | 0.4 | -0.8 | 1.1 | -0.1 | / | 0.1 | -0.5 | -1.1 | -0.7
GSK3 alpha inh | 5 | / | 4 | -1 | -1 | -5 | -2 | -1 | 1 | /
KLF5 inh | -98 | -2 | -13 | -127 | / | -60 | 2 | -3 | 14 | -24
HSF1 inh | 25 | 18 | -2 | -22 | 0 | -3 | 6 | 0 | 0 | -1
GSK3beta inhib | 3 | -5 | 2 | -2 | 0 | 8 | -1 | -3 | 1 | 5
IEC-6 cytotox | 0 | -2 | -2 | -8 | / | 0 | 8 | 7 | 1 | 2
HSP90 refold inh | 2 | 2 | -4 | 9 | / | 0 | 6 | 2 | -4 | 3
AI-2 QS modul | 17 | 27 | 10 | 27 | -3 | 22 | -5 | -15 | 24 | 22
aSyn UTR inh | -125 | -11 | 20 | -42 | -2 | -33 | -17 | 4 | 24 | -10
HSF1 activator | 27 | 37 | 1 | -29 | -4 | 2 | 1 | 15 | -9 | 0

21. Cc1cc(=O)oc2c3c(cc(OCC(=O)NCC(=O)O)c12)OC(C)(C)CC3
22. O=C(c1ccccc1)c1ccc(COC(=O)c2cnccn2)cc1
23. COCCNC(=S)N(Cc1cccnc1)Cc1ccc(OC)c(OC)c1
24. COc1ccc(C(OCC2CO2)c2ccc(OC)cc2)cc1 (stereo not drawn)
25. O=C(CSc1nnnn1C1CCCCC1)NCc1ccccc1
26. CN(C)/C=c1\sc2c(C#N)cc(C(=O)c3ccc(Br)cc3)n2c1=O
27. CC(C)CC(=O)N/C(N)=N/c1nc2ccccc2o1
28. CCCC(=O)Nc1ccc(S(=O)(=O)N2CCCC2)cc1
29. COc1ccccc1N(C(=O)c1snc(C(N)=O)c1N)C(C(=O)NC1CCCC1)c1ccco1 (stereo not drawn)
30. CC(=O)c1cn(CC(=O)NCc2ccco2)c2ccccc12
screen / no. | 21 | 22 | 23 | 24 | 25 | 26 | 27 | 28 | 29 | 30
HIF act | 0.4 | -0.1 | 0.0 | -1.2 | 0.2 | 0.0 | 2.7 | -0.2 | -0.7 | 0.5
GSK3 alpha inh | -1 | -1 | 5 | -4 | -1 | -3 | 0 | 3 | -1 | /
KLF5 inh | 4 | -23 | -2 | -33 | -5 | -34 | -175 | -8 | -4 | -9
HSF1 inh | -6 | 4 | -4 | -7 | 1 | -3 | 18 | -3 | 4 | -3
GSK3beta inhib | 0 | -2 | 1 | 2 | 1 | 4 | 3 | 2 | -1 | -8
IEC-6 cytotox | 5 | -3 | 0 | 3 | 1 | -2 | 4 | -1 | 6 | -1
HSP90 refold inh | 6 | -7 | -2 | 2 | -2 | -3 | 2 | 3 | 0 | 1
AI-2 QS modul | 2 | 16 | 14 | 51 | -3 | 21 | -14 | -13 | 34 | 11
aSyn UTR inh | 11 | 5 | -5 | -7 | 14 | 7 | -160 | 10 | 4 | -20
HSF1 activator | -6 | 24 | -3 | 6 | 27 | -9 | 15 | -10 | 31 | 7

Compounds shown so far that have an NH in an aromatic ring:
3. CCSc1nnc(-c2cc(Br)ccc2N)c(=O)[nH]1
7. CCN(CC(=O)NC(=O)NC1CCCCC1)Cc1nc2ccccc2c(=O)[nH]1
screen / no. | 3 | 7
HIF act | 0.0 | 0.0
GSK3 alpha inh | -3 | -4
KLF5 inh | -34 | -18
HSF1 inh | -2 | 4
GSK3beta inhib | 1 | 2
IEC-6 cytotox | 9 | -4
HSP90 refold inh | 4 | 5
AI-2 QS modul | 1 | 15
aSyn UTR inh | 5 | -6
HSF1 activator | 3 | 3

(list continues)
31. CCCCn1c(SCC(=O)Nc2ccc(NC(C)=O)cc2)nc2ccccc2c1=O
32. O=c1[nH]c(=O)c2nnc(N/N=C\c3ccc(O)cc3)nc2[nH]1
33. CCC(=O)c1ccc(OCC(=O)OCC(=O)NC2CCCCCC2)cc1
34. CCOC(=O)c1oc2ccc(CNC(C)(C)C)c(Cl)c2c1C
35. COC(=O)c1cccc(CSc2nnc(C)s2)c1
36. CC1C/C(=C\c2ccccc2[N+](=O)[O-])c2nc3ccccc3c(C(=O)O)c2C1 (stereo not drawn)
37. COc1ccc(C=C2C=C(C(C)(C)C)C(=O)C(C(C)(C)C)=C2)cc1OC
38. CCc1ccc(/C=C/C(=O)c2ccc(N3CCOCC3)cc2)cc1
39. COCCOC(=O)C1=C(C)NC(=S)NC1c1cccs1 (stereo not drawn)
40. CCC(C(=O)Nc1nccs1)(C(F)(F)F)C(F)(F)F
screen / no. | 31 | 32 | 33 | 34 | 35 | 36 | 37 | 38 | 39 | 40
HIF act | 1.3 | 0.1 | -1.3 | 0.3 | 1.0 | 0.1 | -5.8 | 1.8 | -0.6 | 0.1
GSK3 alpha inh | -3 | 5 | 1 | -2 | 0 | -5 | -1 | -6 | -3 | -3
KLF5 inh | -5 | 22 | / | -1 | -42 | -6 | -1 | 2 | -5 | -17
HSF1 inh | 17 | -1 | -9 | -11 | 16 | -4 | 25 | 24 | -5 | -7
GSK3beta inhib | / | 1 | 1 | 0 | 0 | 2 | 3 | -1 | -1 | 0
IEC-6 cytotox | 1 | -6 | / | 7 | -5 | 1 | -5 | -3 | -4 | 3
HSP90 refold inh | 2 | 1 | / | 3 | -1 | -3 | 1 | -1 | 4 | -2
AI-2 QS modul | / | 11 | 21 | 1 | 1 | 39 | 33 | 47 | -6 | 9
aSyn UTR inh | 20 | -2 | 10 | -44 | -82 | 10 | 0 | -38 | 26 | -29
HSF1 activator | 24 | -4 | -11 | 17 | 25 | 4 | 44 | 55* | 6 | -6

41. COC(=O)c1ccc(C23CC4(C2)[C@H](CN(CC2CCCCC2)[C@@H]4c2ccccc2)C3c2ccccc2)cc1 (stereo partly drawn)
42. COC(CNC(=O)C1CCN(C(=O)c2cc3oc(C)cc3n2Cc2c(F)cccc2Cl)CC1)OC
43. Cn1nnc(NC(=S)NC(=O)c2cc(Cl)ccc2Cl)n1
44. COc1ccc(NC(=O)NCCN2CCN(c3cc(OC)ccc3OC)CC2)cc1
45. Cc1cc(C)cc(N(CC(=O)NC2CCC(C)CC2)S(=O)(=O)c2c(C)[nH]c(=O)[nH]c2=O)c1 (stereo not drawn)
46. Cc1ccc(S(=O)(=O)N2CCN(C(=O)/C=C/c3ccco3)CC2)cc1
47. CC(NC(=O)COc1ccc(-c2ccccc2)cc1)C1CCCO1 (stereo not drawn)
48. COc1cccc(NC(=O)CN(C)C(=O)c2ccccc2OCc2c(C)noc2C)c1
screen / no. | 41 | 42 | 43 | 44 | 45 | 46 | 47 | 48
HIF act | -0.3 | -0.2 | -0.7 | -0.6 | 0.0 | 0.0 | 0.3 | -18
GSK3 alpha inh | -2 | -13 | 5 | 4 | 0 | 0 | -2 | -1
KLF5 inh | / | -36 | -4 | -5 | -19 | 1 | -5 | /
HSF1 inh | -6 | 3 | 9 | 6 | 2 | 5 | -3 | 1
GSK3beta inhib | 0 | 0 | 1 | 2 | 0 | 0 | 0 | -1
IEC-6 cytotox | / | 1 | -1 | -1 | 4 | -2 | -3 | /
HSP90 refold inh | / | -2 | 7 | -4 | 0 | -1 | 0 | /
AI-2 QS modul | 21 | 22 | -20 | 17 | 13 | 34 | 30 | 21
aSyn UTR inh | 10 | 23 | 13 | 8 | -3 | 5 | -9 | -1
HSF1 activator | -16 | 10 | 3 | -2 | 7 | -2 | -3 | 2
